CCR6 antag – CCR6 receptor antagonists, primary screen, cell-based, CHO-K1, luminescence, beta-arrestin, uHTS; actives 0.49% (n = 340,000); inhibition, % at 20 µM; CHO-K1 CCR6 PathHunter beta-arrestin, CCL20-stimulated;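 active = compounds whose inhibition of the agonist-driven luminescence signal at 20 µM reaches about 50%, limit read from the data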;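 also: cells stimulated with CCL20 at 14 nM final; plate controls were DMSO with CCL20 for no effect and DMSO without agonist for full effect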
CXCR6 inh – CXCR6 receptor inhibitors, primary screen, cell-based, beta-arrestin, luminescence, CHO-K1 PathHunter, 1536-well. inhibition, % at 20 µM. C-X-C chemokine receptor type 6 (Homo sapiens), O00574. actives 0.36% (n = 360,000); in the data active = inhibition above about 34%, passing the limit was not always enough;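 also: antagonist mode with CXCL16 agonist at 10 nM final; 0% = 10 nM CXCL16 with DMSO and 100% = unstimulated wells without agonist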
Target sequence (O00574 whole entry, looked up): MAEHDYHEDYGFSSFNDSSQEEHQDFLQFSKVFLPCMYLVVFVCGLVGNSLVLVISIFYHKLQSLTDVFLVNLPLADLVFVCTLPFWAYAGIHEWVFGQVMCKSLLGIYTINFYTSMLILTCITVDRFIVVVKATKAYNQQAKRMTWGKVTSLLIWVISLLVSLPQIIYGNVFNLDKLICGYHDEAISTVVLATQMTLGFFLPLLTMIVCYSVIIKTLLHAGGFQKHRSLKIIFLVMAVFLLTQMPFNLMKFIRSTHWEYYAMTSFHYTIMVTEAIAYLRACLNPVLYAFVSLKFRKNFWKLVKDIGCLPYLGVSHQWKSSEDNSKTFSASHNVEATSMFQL
Mdm2-MdmX inh – inhibitors of human Mdm2-MdmX association, primary screen, cell-based, luminescence, split luciferase, SaOS-2, uHTS. SaOS-2 split-luciferase Mdm2/MdmX complementation. inhibition, % at 8 µM. AID 485346, 2010. Protein Mdm4 (Homo sapiens) + E3 ubiquitin-protein ligase Mdm2 (Homo sapiens), …. actives 3% (n = 330,000);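 active = inhibition of at least 50% at 8 µM in the primary screen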
Jurkat NFkB inh – inhibitors of induced NF-kB luciferase reporter, primary screen, TCR NF-kB activation inhibitor project, cell-based, luminescence, uHTS; Jurkat, PMA/ionomycin-induced NF-kB luciferase reporter; inhibition, % at 4 µM; actives 0.53% (n = 330,000); in the data active = inhibition above about 50%
XBP1 UPR activ – activators of adaptive XBP1 UPR arm, primary screen, cell-based, CHO-XBP1 luciferase reporter, luminescence, uHTS; IRE1-XBP1 UPR activation; percent of tunicamycin response, DMSO as zero; activation, % at 20 µM; actives 0.33% (n = 330,000);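 active = versus positive control, 20 µM dose yields 30% or more activation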;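 also: 100% = tunicamycin at 10 µg/mL and 0% = DMSO only wells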
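Material: CHO cell line with stable XBP1 luciferase reporter; buffer or medium: F12 medium containing 10% fetal bovine serum; compound: single point, 20 µM final compound, 1% DMSO; incubation: 6 h treatment, 37 °C; measured by: glow luminescence from Steady-Glo reagent; evaluation: activation, % of tunicamycin; control set: tunicamycin high, DMSO low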
EBI2 block – EBI2 receptor antagonists, beta-arrestin recruitment, primary screen, cell-based, luminescence, 7a,25-OHC stimulation, uHTS; 7a,25-OHC stimulated; actives 0.81% (n = 360,000); G-protein coupled receptor 183 (Homo sapiens), P32249; inhibition, % at 5 µM; in the data active = inhibition above about 38%;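 also: enzyme fragment complementation signal reports receptor beta-arrestin coupling in cells; 0% = agonist plus DMSO wells and 100% = wells without agonist; some results beyond the cut were filed as inactive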
Target sequence (P32249 whole entry, looked up, the tested form may be a part): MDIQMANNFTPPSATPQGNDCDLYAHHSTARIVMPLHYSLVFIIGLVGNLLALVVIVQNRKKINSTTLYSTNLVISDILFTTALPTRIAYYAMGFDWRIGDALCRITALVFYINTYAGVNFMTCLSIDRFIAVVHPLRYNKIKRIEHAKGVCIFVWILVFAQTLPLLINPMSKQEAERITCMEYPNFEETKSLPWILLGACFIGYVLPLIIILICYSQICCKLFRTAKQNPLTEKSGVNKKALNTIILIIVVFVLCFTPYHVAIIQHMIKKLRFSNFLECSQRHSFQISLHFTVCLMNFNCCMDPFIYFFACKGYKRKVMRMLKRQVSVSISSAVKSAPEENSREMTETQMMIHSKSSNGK
Gli-Sufu block – Gli-Sufu pathway antagonists, primary screen, luciferase luminescence, Sufu-KO-LIGHT cells, uHTS | Sufu-KO-LIGHT fibroblasts, Gli luciferase reporter luminescence | inhibition, % at 5 µM | actives 0.74% (n = 340,000);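 active = inhibition above about 55%, limit read from the data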;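 also: 0% = DMSO-treated cells and 100% = wells with medium but no cells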
697 NFkB inh – inhibitors of PMA/ionomycin-induced NF-kB reporter, 697 cells, primary screen, B-cell NF-kB inhibitor project, cell-based, luminescence, uHTS. 697 B-cell NF-kB luciferase reporter, 16 h. inhibition, % at 4 µM. actives 0.33% (n = 330,000). AID 435022, 2010; in the data active = inhibition above about 35%
UPR CHOP act – activators of apoptotic CHOP UPR arm, primary screen, cell-based, CHO-CHOP luciferase reporter, luminescence, uHTS; UPR activation; percent of tunicamycin response over DMSO baseline; activation, % at 10 µM; actives 0.34% (n = 330,000);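 active = at 10 µM dose, activation of 40% or more, normalized to positive control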;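 also: 100% = tunicamycin at 10 µg/mL and 0% = DMSO alone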
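measured by = luciferase luminescence | assay system = CHO-CHOP cells, stable luciferase reporter of PERK-eIF2a-CHOP signalling | amount = 500 reporter cells seeded per well | timing = 6 h compound exposure at 37 °C after overnight seeding | controls = positive tunicamycin 10 µg/mL, negative DMSO alone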
* = called active by the depositor; x = not tested or not shown.

Start of the listing, in advance, 2 compounds:
SMILES	CCR6 antag	CXCR6 inh	Mdm2-MdmX inh	Jurkat NFkB inh	XBP1 UPR activ	EBI2 block	Gli-Sufu block	697 NFkB inh	UPR CHOP act
CCOC(=O)C1CCN(C(=O)CN(c2ccc(OC)cc2)S(=O)(=O)c2c(C)nn(C)c2C)CC1	10	0	1	-2	-1	0	5	-17	-0.8
CCN1C(=O)C(CC(=O)Nc2ccccc2)N(Cc2ccccn2)C1=S (stereo unspecified)	1	-4	3	11	2	10	-4	23	-0.3

The listing, from the start:
SMILES	CCR6 antag	CXCR6 inh	Mdm2-MdmX inh	Jurkat NFkB inh	XBP1 UPR activ	EBI2 block	Gli-Sufu block	697 NFkB inh	UPR CHOP act
CCOC(=O)C1CCN(C(=O)CN(c2ccc(OC)cc2)S(=O)(=O)c2c(C)nn(C)c2C)CC1	10	0	1	-2	-1	0	5	-17	-0.8
CCN1C(=O)C(CC(=O)Nc2ccccc2)N(Cc2ccccn2)C1=S (stereo unspecified)	1	-4	3	11	2	10	-4	23	-0.3
COc1ccc(CCNC(=O)Oc2ccccc2)cc1OC	4	-3	-6	0	-2	6	-2	-16	-2.5
CCc1ccc(NC(=O)c2cccnc2)cc1	-16	2	-5	-51	0	13	-43	-30	4.8
O=C1CC(c2ccc(O)c(O)c2)Oc2c1ccc(O)c2O (stereo unspecified)	6	-8	23	-12	1	-5	-4	4	2.6
C=CCNC(=S)Nc1nc2c(cc1C(=O)OCC)COC(C)(C)C2	5	4	-22	4	-2	5	5	5	1.8
COCCn1c(SCC(=O)NCCc2ccccc2)nnc1-c1ccco1	2	3	-11	7	-1	5	5	16	0.3
Cn1cc(-c2ccc(Cl)cc2)cc(C#N)c1=O	14	13	27	9	0	10	-1	19	0.5
O=C1CN(C(=O)CSc2nc3c(cnn3-c3ccccc3)c(=O)[nH]2)c2ccccc2N1	13	-1	19	9	-1	-6	4	7	2.8
C=CCN(C(=O)c1csnn1)C(C(=O)NC1CCCC1)c1ccccc1 (stereo unspecified)	-3	5	21	8	1	1	19	13	0.7
Cc1ccc(-c2noc(-c3ccccc3Br)n2)cc1	6	1	-135	-179	-3	2	-76	-281	1.6
Cn1c(=O)c2c(nc(Oc3ccc4ccccc4c3)n2C)n(C)c1=O	10	0	52*	14	1	-7	-4	-19	-1.4
O=C(Nc1ccc(NC(=O)c2ccncc2)cc1)c1ccncc1	x	x	-8	-4	0	x	x	4	-0.7
CCOc1ccccc1-c1nc(C(N)=O)c2[nH]c(=O)n(-c3cccc(C)c3)c2n1	7	7	0	-2	-1	2	-2	23	0.6
Clc1nc2ccccc2cc1/C=N/Nc1nc2ccccc2[nH]1	10	2	-61	-37	2	2	-84	-2	3.1
O=C(CCc1nc2ccccc2c(=O)[nH]1)NCC(=O)Nc1ccc(F)c(F)c1	4	-3	23	-18	-1	3	7	16	1.3
COc1ccccc1CN1C(=O)[C@@H]2C(CC(N)=O)NC3(C(=O)Nc4c3ccc(Cl)c4C)[C@@H]2C1=O (stereo partly specified)	3	-6	19	-2	1	3	1	14	-1.5
O=C(c1ccccc1Cl)N1CCSCC1	18	-4	5	15	-2	-9	12	19	0.3
Cc1c(C)c2c(OCC(=O)NC3CC3)cc3c(c2oc1=O)CCC(C)(C)O3	8	3	-16	-3	-1	4	1	19	2.5
COc1ccc(S(=O)(=O)N(CC(=O)O)c2ccccn2)cc1	10	-12	-10	14	0	-15	-20	12	-0.3
Cc1nc(SC2CC(=O)N(c3ccc([N+](=O)[O-])cc3)C2=O)nc2c1CCCC2 (stereo unspecified)	-7	-4	19	8	-1	-5	-5	20	-0.5
Cc1cc(C)cc(Nc2ccc3nonc3c2[N+](=O)[O-])c1	2	-20	2	-8	1	-6	0	0	2.7
Cc1ccc(C(=O)OCC(=O)Nc2sc3c(c2C#N)CCCCC3)cc1NC(=O)c1ccco1	11	-5	-14	1	6	7	-3	10	-1.3
S=C(NCc1ccccc1)NC1CCCCC1	11	6	6	-1	3	-6	-1	-4	0.4
Cc1ccc(Cl)cc1NC(=S)N(Cc1ccco1)C(C)c1cccs1 (stereo unspecified)	20	0	1	2	-2	-4	2	-22	-0.6
COc1ccc(S(=O)(=O)N2CCC(C(=O)NC(C)CCc3ccccc3)CC2)cc1 (stereo unspecified)	17	4	-1	13	-1	6	8	-8	0.1
CC(=O)CC1OC(=O)C(Br)=C1NCc1ccccc1 (stereo unspecified)	61*	32	67*	39	-2	11	10	-33	-5.1
O=C(c1ccco1)N1CCCN(C(=O)c2ccco2)CC1	6	9	-16	12	-2	-12	-5	16	0.6
O=C1c2ccccc2C(=O)N1CCc1csc(-c2ccc(F)cc2)n1	23	3	-20	5	1	5	-8	6	0.8
COc1ccc(Cl)cc1CC=NNC(=O)c1ccncc1	-2	-15	x	x	x	-6	5	x	x
Cc1cccc(CC(=O)Nc2cc(C)c3c(=O)oc4ccccc4c3n2)c1	13	7	38	-3	1	0	-2	21	0.6
CCOC(=O)c1cnn(-c2nc(-c3cccc(F)c3)cs2)c1C(F)(F)F	9	-1	-13	-34	1	48*	-1	0	2.3
C=CCN(C(=O)CNC(=O)c1cccs1)C(C(=O)NC(C)(C)C)c1ccccc1 (stereo unspecified)	9	0	7	3	2	-2	15	20	0.2
CS(=O)(=O)N(CC(=O)NCC1CCCO1)Cc1ccc(Cl)cc1 (stereo unspecified)	8	0	-16	-6	-5	8	-3	12	-2.0
CS(=O)(=O)N(Cc1ccccc1)c1ccccn1	-3	-2	26	24	-1	-2	2	8	-1.8
NC1=NC(c2ccccc2)=NC1(NC(=O)c1ccccc1)C(Cl)Cl (stereo unspecified)	9	-9	-7	1	1	0	-6	-14	0.1
Cn1c(=O)c2c(SCC(=O)c3ccccc3)nc(C3CC3)nc2n(C)c1=O	-8	2	28	5	-2	-21	3	-7	-0.6
CCOC(=O)C(=O)N1CCN(CC)CC1	-29	6	12	4	0	-4	10	20	-1.6
CCc1ccc(NC(=O)CCc2ccc(C)o2)cc1	7	1	-16	-13	3	-2	-10	-10	1.2
Cc1cccc(NC(=S)NCc2ccccc2Cl)c1C	13	-8	13	-6	-7	0	-1	-47	-2.7

Full records, looked up by structure. Screens in order: CCR6 antag	CXCR6 inh	Mdm2-MdmX inh	Jurkat NFkB inh	XBP1 UPR activ	EBI2 block	Gli-Sufu block	697 NFkB inh	UPR CHOP act
C=CCN(C(=O)CNC(=O)c1cccs1)C(C(=O)NC(C)(C)C)c1ccccc1 (stereo unspecified) is listed with 9	0	7	3	2	-2	15	20	0.2
COc1ccc(Cl)cc1CC=NNC(=O)c1ccncc1 is listed with -2	-15	x	x	x	-6	5	x	x
Cc1cccc(CC(=O)Nc2cc(C)c3c(=O)oc4ccccc4c3n2)c1 is listed with 13	7	38	-3	1	0	-2	21	0.6
CC(=O)CC1OC(=O)C(Br)=C1NCc1ccccc1 (stereo unspecified) is listed with 61*	32	67*	39	-2	11	10	-33	-5.1
CCc1ccc(NC(=O)CCc2ccc(C)o2)cc1 is listed with 7	1	-16	-13	3	-2	-10	-10	1.2

Arranged by SMILES length (ascending): part of the list above
SMILES	CCR6 antag	CXCR6 inh	Mdm2-MdmX inh	Jurkat NFkB inh	XBP1 UPR activ	EBI2 block	Gli-Sufu block	697 NFkB inh	UPR CHOP act
S=C(NCc1ccccc1)NC1CCCCC1	11	6	6	-1	3	-6	-1	-4	0.4
CCc1ccc(NC(=O)c2cccnc2)cc1	-16	2	-5	-51	0	13	-43	-30	4.8
Cc1cc(C)cc(Nc2ccc3nonc3c2[N+](=O)[O-])c1	2	-20	2	-8	1	-6	0	0	2.7
C=CCN(C(=O)c1csnn1)C(C(=O)NC1CCCC1)c1ccccc1 (stereo unspecified)	-3	5	21	8	1	1	19	13	0.7
Cc1cccc(CC(=O)Nc2cc(C)c3c(=O)oc4ccccc4c3n2)c1	13	7	38	-3	1	0	-2	21	0.6

More results
SMILES	CCR6 antag	CXCR6 inh	Mdm2-MdmX inh	Jurkat NFkB inh	XBP1 UPR activ	EBI2 block	Gli-Sufu block	697 NFkB inh	UPR CHOP act
COc1cccc(-c2nnc3n2N=C(c2cc(OC)ccc2OC)CS3)c1	16	7	7	17	8	25	11	6	3.0
O=C(CCC(=O)c1ccc(F)cc1)Nc1cccnc1	-11	0	16	-8	1	-16	-5	17	-3.9
CCOC(=O)C(Cc1ccc(O)cc1)Nc1nc2ccccc2o1 (stereo unspecified)	11	-1	x	x	x	-2	-11	x	x
O=C(COC(=O)c1ccc(Br)cc1)NCCN1C(=O)CSC1=O	-7	-6	0	0	1	-6	-3	30	0.3
O=C(N=C1SC2CS(=O)(=O)CC2N1c1ccc(Br)cc1)C1CCCO1 (stereo unspecified)	-20	-3	-3	20	-4	-7	-4	2	2.5
COCCCN(Cc1ccco1)C(=O)c1cc2c(s1)-c1ccc(Cl)cc1S(=O)(=O)C2	4	-3	0	5	-2	19	-2	0	-0.5
Cc1cc(Br)cc(C)c1OCC(=O)NNC(=O)CCC(=O)NCc1ccccc1	14	4	-8	-15	-1	-8	0	-18	-0.1
c1ccc(-n2nnnc2NCCCN2CCOCC2)cc1	24	-2	17	-2	-2	4	4	3	0.6
COC(=O)C(Cc1ccccc1)NC(=O)CNC(=O)c1ccccc1OC (stereo unspecified)	8	-1	6	0	1	7	-23	-6	1.6
Cc1ccc(C(=O)N2CCCC(CCC(=O)N3CCN(c4ccccn4)CC3)C2)cc1 (stereo unspecified)	18	-5	17	9	-4	0	36	-39	2.8
CC(=O)c1c(C)[nH]c(C(=O)COC(=O)c2cc(S(=O)(=O)N(C)c3ccccc3)ccc2Cl)c1C	18	2	5	-1	1	-18	2	2	-2.4
CC(=O)Nc1ccc(Cc2nc3ccccc3[nH]2)cc1	-12	-3	2	8	3	0	-3	-2	-1.0
Cn1cccc1Cc1nnc(SCC(=O)NCc2ccccc2Cl)n1-c1ccc(F)cc1	4	0	10	-8	2	24	-12	-2	0.9
COc1ccc(Cl)cc1NC(=O)Cn1cccc1	-15	5	-18	-1	2	5	-1	13	1.2
COCCn1nnnc1C(CC(C)C)N1CCN(C(=O)c2ccco2)CC1 (stereo unspecified)	0	-6	x	x	x	-12	-6	x	x
Cc1noc(C)c1CSCC(=O)Nc1cc(S(=O)(=O)N2CCOCC2)ccc1OC(C)C	13	8	-1	-3	-1	-13	1	9	-0.5

Screens deposited in PubChem by Sanford-Burnham Center for Chemical Genomics.
